# Measles CPE = protection of cells from measles virus; Measles virus-infected cells, CPE protection, absorbance; protection (pct of control), % at 4 µM; actives 1.5% (n = 140,000); in the data active = protection mostly above about 24%, no sharp cut-off; inactive = mostly below about 26%; also: some compounds called inactive have numbers as strong as hits
# E-sel TNF inh = blocks E-selectin expression induced by TNF alpha; HUVEC TNFa-induced E-selectin immunofluorescence, high content; inhibition, % at 2 µM; actives 0.71% (n = 120,000);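 active = inhibition above the batch mean plus 3 SD, and confirmed as a hit on visual image review, cut at about 43% in these data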;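 also: 0% = TNF-stimulated DMSO wells and 100% = unstimulated control wells; not every result past the cut was called active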
# Phagocyt inh = macrophage phagocytosis inhibition. actives 0.07% (n = 110,000). J774A.1 macrophage IgG-bead phagocytosis, imaging. AID 1029. inhibition, % at 5 µM;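 active = inhibition above the mean of the plate negative controls plus 5 SD, cut at about 13% in these data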;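 also: phagocytic index as fraction of beads internalized from green versus red external bead signal; plate controls were DMSO negative control for no effect and cytochalasin-D positive control for full effect; some results beyond the cut were filed as inactive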
# Yeast growth inh = reduces growth of yeast BB579 in restrictive medium; S. cerevisiae BB579 growth, OD615, 48 h; inhibition, % at 10 µM; actives 0.51% (n = 140,000);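 active = inhibition above a set limit, 3 SD over the mean compound inhibition, cut at about 44% in these data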; also: inactives centre near -24
#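 System: Saccharomyces cerevisiae DeaD strain BB579, replicative lifespan model yeast. Buffer or medium: restrictive glucose-based CSMM-D medium. Doses: one dose, 10 µM compound with 0.25% DMSO. Timing: 4 h preincubation and 48 h exposure at 30 °C. Detection: turbidity as optical density at 615 nm. Benchmarks: amphotericin B 10 µg/mL, positive.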
# HCT116 bCat-KO = beta-catenin-lacking colon tumor cell growth suppression; actives 1.5% (n = 140,000); viability, % at 10 µM; HCT116 beta-catenin knockout viability, CellTiter-Glo, 60 h; stronger effect = lower value; AID 818;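 active = viability at or under a set limit, the compound median less 4 SD, cut at about 6% in these data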;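 also: 0% = Hyamine 1622 control at 20 µM and 100% = untreated cell control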
# NPY-Y2 antag = NPY-Y2 (human) receptor antagonism; actives 0.99% (n = 140,000); inhibition, % at 2.7 µM; NPY-Y2 expressing cells, antagonist mode; P49146; AID 793; in the data active = inhibition above about 17%;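 also: 0% = vehicle with agonist challenge and 100% = reference antagonist with challenge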
# Target sequence (P49146 whole entry, looked up): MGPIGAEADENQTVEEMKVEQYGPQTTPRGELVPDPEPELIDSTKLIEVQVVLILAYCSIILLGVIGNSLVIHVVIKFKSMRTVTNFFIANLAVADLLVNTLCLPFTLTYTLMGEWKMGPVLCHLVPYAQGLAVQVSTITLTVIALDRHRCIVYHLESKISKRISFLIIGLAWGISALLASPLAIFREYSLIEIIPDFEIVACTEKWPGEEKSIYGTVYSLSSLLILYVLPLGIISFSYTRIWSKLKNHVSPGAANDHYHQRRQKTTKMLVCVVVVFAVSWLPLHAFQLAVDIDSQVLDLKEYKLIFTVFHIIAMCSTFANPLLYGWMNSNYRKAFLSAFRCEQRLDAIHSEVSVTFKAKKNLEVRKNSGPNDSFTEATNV
# MRP-1 activ = activators of MRP-1; H69AR cells + doxorubicin, viability rescue, CellTiter-Glo; viability increase, % at 10 µM; actives 0.61% (n = 140,000);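 active = viability gain under doxorubicin at or above a set limit, the compound median plus 3 SD, cut at about 4.7% in these data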;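 also: MRP-1 overexpressing cells given doxorubicin 25 µM after compound pretreatment; 18-22 h compound pretreatment then 72 h with doxorubicin before readout; 0% = doxorubicin-only wells and 100% = vehicle-treated cells without doxorubicin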
# HCT116 PTEN-null = growth suppressors of cells with PTEN tumor suppressor deletion; viability, % at 10 µM; actives 1.2% (n = 140,000); AID 827; HCT116 PTEN-null viability, CellTiter-Glo, 60 h; stronger effect = lower value;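 active = viability at or below a set limit, 4 SD under the median of all tested compounds, cut at about 3.7% in these data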;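 also: PTEN knockout HCT116 line with beta catenin targeted HCT116 as companion control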
# Yeast lifespan up = yeast lifespan extension | AID 775 | S. cerevisiae growth with nicotinamide, OD615; deaD strain in restrictive glucose medium | actives 0.68% (n = 130,000) | inhibition of the nicotinamide effect, % at 10 µM;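 active = inhibition above a set limit, placed 3 SD over the median of all compounds, cut at about 26% in these data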;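 also: 0% = nicotinamide-treated wells and 100% = cells grown without nicotinamide; some compounds called inactive have numbers as strong as hits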
#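 System: DeaD-strain S. cerevisiae / Buffer or medium: CSMM-D, restrictive glucose (dextrose) synthetic minimal medium / Probe or stimulus: nicotinamide, 1.5 mM, co-present with compound / Compound: one concentration, 10 µM, DMSO 0.25% / Incubation: 48 h compound exposure at 30 °C, humidified / Technique: optical density (absorbance) at 615 nm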
# GALR2 blocker = GALR2 (human) receptor antagonism; O43603; GALR2-expressing cells, antagonist mode; inhibition, % at 4 µM; actives 0.39% (n = 140,000); AID 828; in the data active = inhibition above about 27%;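 also: cells stimulated with galanin 1-16 at roughly its EC80; 0% = agonist challenge control and 100% = basal control without agonist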
# Target sequence (O43603 whole entry, looked up): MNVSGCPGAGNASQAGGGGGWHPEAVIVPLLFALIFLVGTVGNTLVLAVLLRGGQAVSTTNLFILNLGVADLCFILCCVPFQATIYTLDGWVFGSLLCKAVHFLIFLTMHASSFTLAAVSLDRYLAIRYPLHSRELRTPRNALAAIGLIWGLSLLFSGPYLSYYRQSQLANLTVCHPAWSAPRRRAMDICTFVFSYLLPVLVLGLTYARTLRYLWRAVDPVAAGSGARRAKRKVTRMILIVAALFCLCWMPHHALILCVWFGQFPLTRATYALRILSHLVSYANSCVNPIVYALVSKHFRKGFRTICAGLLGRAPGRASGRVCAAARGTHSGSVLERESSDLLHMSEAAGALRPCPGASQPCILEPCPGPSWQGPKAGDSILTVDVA
# * marks the source's active call; other numbers are inactive results; / = no result given.
SMILES,Measles CPE,E-sel TNF inh,Phagocyt inh,Yeast growth inh,HCT116 bCat-KO,NPY-Y2 antag,MRP-1 activ,HCT116 PTEN-null,Yeast lifespan up,GALR2 blocker
CCc1ccccc1NC(=O)CSC1=C(C#N)C(c2ccc3c(c2)OCO3)C2=C(CCCC2=O)N1 (centres undefined),8,-19,0,-16,80,0,-0.3,83,-6,14
O=C(CSCc1c(F)cccc1Cl)NCc1ccco1,19,25,-1,-29,102,4,-1.8,103,-1,-8
Cn1c(SCC(=O)NC2CC2)nnc1-c1cccc(NC(=O)c2ccccc2F)c1,2,-17,/,-31,87,0,-3.2,88,-2,6
Cc1cc(C)c2cc(C#N)c(N3CCCC3)nc2c1,38*,/,-2,-40,104,-2,-1.7,79,-27,-4
CCOC(=O)C1=C(C)N(C)C(=O)NC1c1c(C)nn(-c2ccc(C)cc2)c1Cl (centres undefined),-1,15,0,-15,78,1,-2.1,/,-10,12
O=C(COC(=O)c1ccc2ccccc2n1)Nc1ncc(C(F)(F)F)cc1Cl,1,0,-1,-24,96,1,-1.2,91,2,-1
Cn1c(=N)n(CC(O)c2ccccc2)c2ccccc21 (centres undefined),4,8,-2,-4,90,6,-3.9,80,-1,3
CCSc1nnc2n(N)c(=O)c3ccccc3n12,9,26,/,-27,91,3,-2.7,97,-2,1
O=S(=O)(CCOc1ccccc1)c1nc2ccccc2[nH]1,4,2,-5,-25,13,1,-3.3,30,-4,1
CCC(=O)N(CCC(Cc1ccccc1)c1ccc2c(c1)OCO2)Cc1ccccc1F (centres undefined),31,1,/,-45,8,16,-5.5,8,-6,-12
CCOc1cc(C2C(C#N)=C(N)OC(C)=C2C(C)=O)cc(Br)c1O (centres undefined),17,-22,-2,-33,97,3,-0.8,100,-6,-1
O=C(Oc1cc(-c2ccccc2)no1)c1cccc(C(F)(F)F)c1,36,6,-2,32,97,3,-2.6,99,21,-3
CCOc1ccc(S(=O)(=O)N/N=C(\C)C2CCCCC2)cc1,6,7,1,-12,89,4,-1.7,87,7,14
Nc1[nH]n(-c2ccccc2)c(=O)c1N=Nc1ccccc1[N+](=O)[O-],11,-1,0,-26,92,-6,0.1,90,-9,0
COc1ccc(C(=O)N2CCN(c3ncnc4c(-c5ccccc5)nsc34)CC2)cc1,16,-38,1,-33,86,0,-0.5,86,-16,-5
CNC(=O)CSCc1c(Cl)cccc1Cl,38,/,-3,-46,85,4,-1.4,89,3,-11
O=C(Nc1ccc(F)cc1)c1ccccc1Oc1ccc(C(F)(F)F)cc1[N+](=O)[O-],4,-20,-11,-17,56,6,-4.3,29,-4,-8
COCCn1c(-c2ccc(OC)cc2)nc2ccccc21,6,3,/,-30,97,1,-3.6,109,-12,1
CSc1ccccc1NC(=O)CN(C)CC(=O)Nc1cc(C)ccc1C,7,/,/,-3,93,9,-3.2,73,0,3
O=C(COc1ccc(/C=N/NC(=O)C(=O)N2CCCCCC2)cc1)Nc1ccccc1Cl,8,70*,-5,2,96,3,0.3,101,-5,1
Cc1cc(N2C(=O)C(O)=C(C(=O)c3ccc(C)o3)C2c2cccs2)no1 (centres undefined),5,-16,0,-29,106,6,-2.9,102,2,6
O=C(CN1CCCC1)Nc1ccc(-c2nc3cc(NC(=O)CN4CCCC4)ccc3o2)cc1,6,-8,2,-11,2.4*,10,-6.9,3.7*,-16,8
Cc1nc(C#N)c(N/N=C/c2cccc(Cl)c2)o1,4,7,/,-25,77,1,-4.0,86,-7,13
COP(=O)(/C=C/c1ccccc1)C(O)c1ccc(F)cc1 (centres undefined),4,-29,-1,-31,117,2,-1.9,103,-17,7
CCNc1cc2oc(=O)c(CN3CCOCC3)c(C)c2cc1C,43*,-1,-1,-5,97,2,-4.0,92,-25,1
Cc1ccccc1NS(=O)(=O)c1ccc(OCC(=O)NCc2ccco2)cc1,4,-39,-1,-42,73,3,-0.4,76,-11,2
O=C(O)CSc1nnc(-c2ccco2)o1,26,4,0,7,96,1,-0.2,100,-8,-5
CCOc1ccc(OCC)c(NC(=O)CN2CCN(CC)CC2)c1,22,4,/,-21,92,2,-2.2,94,/,4
CCN1CCN(C(=O)c2cn(CC)c3ccc(S(=O)(=O)N(C)C)cc3c2=O)CC1,1,/,/,-25,91,1,-1.5,104,0,-3
O=S(=O)(c1ccc(Cl)s1)N1CCC(Cc2ccccc2)CC1,13,-13,/,-10,86,6,-0.1,93,-8,3

# A draw from above in order of heavy-atom count, high to low:
SMILES,Measles CPE,E-sel TNF inh,Phagocyt inh,Yeast growth inh,HCT116 bCat-KO,NPY-Y2 antag,MRP-1 activ,HCT116 PTEN-null,Yeast lifespan up,GALR2 blocker
CCOc1ccc(OCC)c(NC(=O)CN2CCN(CC)CC2)c1,22,4,/,-21,92,2,-2.2,94,/,4
CCNc1cc2oc(=O)c(CN3CCOCC3)c(C)c2cc1C,43*,-1,-1,-5,97,2,-4.0,92,-25,1
COP(=O)(/C=C/c1ccccc1)C(O)c1ccc(F)cc1 (centres undefined),4,-29,-1,-31,117,2,-1.9,103,-17,7

# (listing goes on)
SMILES,Measles CPE,E-sel TNF inh,Phagocyt inh,Yeast growth inh,HCT116 bCat-KO,NPY-Y2 antag,MRP-1 activ,HCT116 PTEN-null,Yeast lifespan up,GALR2 blocker
CCN1/C(=C2\C(=O)N(C)C(=S)N2C)C=Cc2cc(C)ccc21,21,-66,-10,-11,84,3,0.9,78,10,-4
Cc1c(C(=O)N2CCCCCC2)nnn1-c1nonc1N,17,-8,0,-24,96,1,-2.6,97,5,-8
CC(OC(=O)c1ccncc1)C(=O)Nc1cccc(Cl)c1 (centres undefined),38,/,-4,-27,95,0,0.5,99,-8,4
CCC(=O)c1ccc(OCC(O)CN2CCN(c3ccc(F)cc3)CC2)cc1 (centres undefined),5,-37,/,-29,98,9,-1.2,101,-8,-4
CNc1oc(Cc2ccccc2)nc1S(=O)(=O)c1ccc(Cl)cc1,9,1,2,-3,98,4,-1.3,101,-6,7
CCN1C(=O)N(CC)C(O)(c2ccccc2)C1(O)c1ccccc1 (centres undefined),4,-4,-2,-28,97,0,-1.1,114,1,2
Cc1ccc(-c2[nH]nc(N)c2N=Nc2cccc(Cl)c2C)cc1,4,-38,0,-41,12,-3,-5.5,8,-9,1
CCC(/C=N/NC(=O)CCCCC(=O)N/N=C/C(CC)CC)CC,13,/,-5,-36,91,1,0.8,108,8,17
CCOC(=O)C(/C(N)=N/C(=O)Nc1ccccc1)=C(\C)O,5,/,/,-34,97,2,0.9,102,-5,-11
CCOc1ccccc1OCCn1nnc2ccccc21,10,6,9,-45,93,2,-0.4,99,-18,0
COc1cccc(/C=C/C(=O)c2ccc[nH]2)c1,11,-12,0,-79,35,2,-2.4,32,-17,9
C/C(CC(=O)Nc1cccc2c1CCCC2)=N\NC(=O)COc1ccccc1,9,/,-8,-22,87,1,-3.2,90,1,-5
CCCOc1ccc(CSCCNC(=S)Nc2ccccc2)cc1,6,/,-15,-25,41,0,-4.1,51,-1,1
O=C(NCc1n[nH]c(=S)n1-c1ccccc1)c1ccco1,3,-13,/,-39,97,0,-1.5,103,-5,8
Cc1cc(=O)oc(C)c1C(=O)Nc1cnc2ccccc2c1,1,-4,0,-5,94,1,-1.6,88,-15,4
Cc1ncsc1C(=O)N1N=C2/C(=C/c3ccccc3)CCCC2C1c1ccccc1 (centres undefined),4,-12,/,-16,44,7,-4.2,39,-15,-4
CCCCCn1c(SCc2ccncc2)nc2cc(C(=O)NCc3ccco3)ccc2c1=O,4,-26,/,-27,74,1,-4.5,62,3,3
CC1=C(C(=O)OCc2ccccc2)C(c2ccc([N+](=O)[O-])cc2)NC(=O)N1CCCCCC(=O)O (centres undefined),15,-18,/,-33,94,2,-0.8,96,10,-5
CN(C/C(O)=C(\C#N)c1ccccc1)C1CCCCC1,5,-1,1,-25,88,1,-1.8,93,-5,4
O=C(/C=C/c1ccc([N+](=O)[O-])cc1)c1cccnc1,13,/,-5,-30,1.4*,13,-5.3,1.6*,9,12
O=C1NC(=O)C2(COC(c3ccccc3Cl)OC2)S1 (centres undefined),13,/,-4,5,87,-1,7.2*,99,-4,8
COc1ccc2cc3cc(C(=O)NCc4ccco4)oc3nc2c1,15,17,0,-21,91,4,-4.0,85,3,-2
C/C(N)=C(/C#N)C(=O)CSc1nc2ccccc2c(=O)n1-c1ccc(C)cc1,3,-2,-5,-41,54,5,-2.8,48,-2,-13
COCCn1c(=S)[nH]c2ccc(N(C)C)cc2c1=O,8,-6,9,-13,103,-3,-1.4,108,-16,-27
COC(=O)c1sc(-c2ccccc2)cc1NC(=O)c1ccc(F)cc1,20,7,-15,-29,60,2,-4.4,42,1,-7
CCOC(=O)c1c(C)c(C(=O)NC2CCCCC2)c(C)n1CC,22,-9,-1,-37,93,3,-3.4,88,-27,-19
C=CCOc1ccc(C(=O)NC2CCCCC2)cc1,10,7,-2,-46,100,7,0.0,111,-15,-22
Cc1cc(C)n2nc(SC(C)C(=O)NCc3ccco3)nc2n1 (centres undefined),2,-16,-1,-27,90,2,-1.4,92,-14,-8
COc1ccc(-c2c(C)sc(NC(=O)c3ccnn3C)c2C#N)cc1,10,13,-3,-33,59,1,-1.2,35,1,-9
CC(=O)Nc1cc(-c2ccccc2)ccc1O,7,-1,0,-1,90,4,-5.0,90,-19,2
O=C(CN1CCN(S(=O)(=O)/C=C/c2ccccc2)CC1)NC(=O)NCc1ccco1,14,-12,0,-15,73,3,-2.0,69,-12,5
C=CCn1c(SCC(=O)c2ccccc2)nnc1-c1ccc2c(c1)OCO2,12,8,0,-83,94,4,-0.9,97,2,-10
O=C1CCCc2c1cc(C(=O)NC1CCSC1=O)c(=O)n2-c1ccccc1 (centres undefined),3,-22,2,-1,96,2,0.0,98,0,-5
COc1ccc(C)cc1NC(=O)C(C)N(c1ccc(C)cc1)S(C)(=O)=O (centres undefined),12,4,1,-22,91,2,-2.3,85,-11,4
O=C(NNc1ccc(C2CCCCC2)cc1)C(O)(c1ccccc1)c1cccs1 (centres undefined),13,35,/,-28,72,0,-5.2,58,3,8
CC(=O)N(Cc1ccco1)c1nc(C(=O)Nc2ccc(Cl)cc2)c(C)s1,22,-7,-6,-68,90,1,-1.8,87,-4,1
CC(=C/C(=O)O)/C=C/c1cccs1,4,/,-1,4,74,3,-3.6,83,8,-4
O=C(O)c1cccc(S(=O)(=O)N2CCCC2)c1,6,/,-1,17,97,1,-0.9,102,4,1
C[C@@H](C(=O)Nc1ccccc1N1CCOCC1)N1C(=O)C2CC=CCC2C1=O (some centres undefined),4,-5,0,-4,75,0,-2.7,92,-8,-11
Cc1ccc(/C=N/NC(=O)CNC(=O)COc2ccccc2)o1,11,22,-7,-34,90,3,2.2,98,3,4
CC(=O)c1cc(NC(=O)c2ccc(Cl)cc2)c(=O)oc1/C=C/N(C)C,9,-52,0,-31,92,-1,-0.5,88,-12,-4
Cc1cccc(N(C(=O)Cn2nnc3ccccc32)C(C(=O)NCc2ccco2)c2ccncc2)c1 (centres undefined),12,/,-1,-14,102,-2,-3.5,96,-8,2
